APEX1 inh = APE1 (human) endonuclease inhibition; Potency, µM (titrated, usually from 65.8 µM), for inactives: at the highest dose activity change, negative = inhibition, hits mostly inhibitors; P27695; 350,000 compounds, 0.35% hits; recombinant APE1, TAMRA/BHQ-2 abasic DNA cleavage fluorescence;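 also: potency is read from the fitted curve at half-maximal effect; plate controls were vehicle for no effect and reference inhibitor for full effect; nearly all actives have a fitted effect of over 55% in size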
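Activity was derived from the fluorescence gain between first and third kinetic reads (60 s intervals, ex 525/em 598 nm) after 50 nM THF-abasic TAMRA/BHQ-2 duplex was added to 0.75 nM APE1 preincubated 15 min with compound.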
POLH inh = DNA polymerase eta (human) inhibition; Q9Y253; recombinant Pol eta, fluorescent DNA replication assay; Potency, µM (titrated, usually from 114 µM), inactives show at the top dose activity change, negative = inhibition, hits mostly inhibitors; 390,000 compounds, 1.2% hits; also: potency is read from the fitted curve at half-maximal effect; % is scaled to controls: 0 for no effect and ±100 for the full control effect
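Fluorescent replication assay: 50 nM final substrate added after a 15 min room-temperature compound preincubation with 10 nM enzyme. Signal taken at 0 min and again at 10 min.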
BLM helicase inh = inhibitors of human Bloom syndrome helicase BLM. P54132. recombinant BLM DNA unwinding, fluorescence dequenching. Potency, µM (doses to about 56.1 µM), for the others: at the highest dose activity change, negative = inhibition, usual class: inhibitors. 350,000 compounds, 0.2% hits. AID 2528;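 also: potency is read from the fitted curve at half-maximal effect; plate controls were vehicle for no effect and no enzyme for full effect; nearly all actives have a fitted effect of over 35% in size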
Target sequence (P54132 whole entry, looked up): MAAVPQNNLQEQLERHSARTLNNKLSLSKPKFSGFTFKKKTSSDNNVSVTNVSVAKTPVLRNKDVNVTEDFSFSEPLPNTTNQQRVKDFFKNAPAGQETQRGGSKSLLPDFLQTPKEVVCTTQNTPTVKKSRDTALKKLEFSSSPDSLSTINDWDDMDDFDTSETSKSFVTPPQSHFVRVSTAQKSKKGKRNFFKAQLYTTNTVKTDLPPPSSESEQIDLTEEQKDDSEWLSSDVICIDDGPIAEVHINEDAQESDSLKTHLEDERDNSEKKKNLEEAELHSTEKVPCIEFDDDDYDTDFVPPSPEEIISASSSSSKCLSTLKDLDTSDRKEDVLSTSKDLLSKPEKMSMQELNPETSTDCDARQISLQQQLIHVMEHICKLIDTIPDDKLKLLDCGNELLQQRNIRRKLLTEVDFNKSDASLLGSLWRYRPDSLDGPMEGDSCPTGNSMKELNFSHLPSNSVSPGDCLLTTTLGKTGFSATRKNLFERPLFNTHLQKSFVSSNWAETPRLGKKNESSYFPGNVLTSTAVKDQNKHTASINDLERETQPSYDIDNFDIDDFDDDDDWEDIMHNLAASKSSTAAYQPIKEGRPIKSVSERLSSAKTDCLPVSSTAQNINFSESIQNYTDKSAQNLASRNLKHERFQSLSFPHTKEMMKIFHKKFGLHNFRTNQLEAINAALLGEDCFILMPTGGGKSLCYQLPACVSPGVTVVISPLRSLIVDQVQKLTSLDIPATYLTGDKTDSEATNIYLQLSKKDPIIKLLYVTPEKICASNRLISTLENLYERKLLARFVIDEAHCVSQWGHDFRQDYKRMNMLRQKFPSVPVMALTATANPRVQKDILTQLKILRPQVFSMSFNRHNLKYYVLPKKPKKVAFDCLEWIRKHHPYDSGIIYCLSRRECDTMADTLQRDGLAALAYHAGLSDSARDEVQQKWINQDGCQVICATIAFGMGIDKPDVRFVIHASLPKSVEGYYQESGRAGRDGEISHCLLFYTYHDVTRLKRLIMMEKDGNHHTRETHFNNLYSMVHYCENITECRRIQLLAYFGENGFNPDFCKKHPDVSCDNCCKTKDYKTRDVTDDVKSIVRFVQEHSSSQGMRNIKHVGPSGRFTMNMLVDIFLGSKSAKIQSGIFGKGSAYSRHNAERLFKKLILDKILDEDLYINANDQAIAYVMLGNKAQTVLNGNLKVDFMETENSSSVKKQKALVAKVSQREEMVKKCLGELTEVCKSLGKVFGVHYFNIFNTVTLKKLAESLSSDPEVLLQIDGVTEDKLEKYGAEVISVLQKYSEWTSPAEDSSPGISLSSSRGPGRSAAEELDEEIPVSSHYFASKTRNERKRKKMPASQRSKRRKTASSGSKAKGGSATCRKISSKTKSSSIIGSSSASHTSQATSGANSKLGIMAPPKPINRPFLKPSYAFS
POLK inh = DNA polymerase kappa (human) inhibition; Q9UBT6; purified Pol kappa, fluorescent DNA synthesis assay, 10 min; Potency, µM (series often up to 107 µM), for the others: at the top dose activity, negative = inhibition, hits mostly inhibitors; 400,000 compounds, 0.53% hits; AID 588579; also: potency is read from the fitted curve at half-maximal effect; % is scaled to controls: 0 for no effect and ±100 for the full control effect
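Pol kappa 10 nM + cpd, 15 min RT; start w/ substrate 50 nM final; fluorescence kinetic read, 0 and 10 min. Neg ctrl: buffer, no enzyme.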
GRP78 ERSR act = induces the endoplasmic reticulum stress response in human glioma cells | Potency, µM, for inactives: top-dose activation, usual class: activators | 420,000 compounds, 0.02% hits | U87-MG GRP78 promoter luciferase reporter, 16 h; also: potency is read from the fitted curve at half-maximal effect; series mostly up to about 76 µM; % of control where 0% means no effect; nearly all actives have a fitted effect of over 35% in size
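Stably transfected U87-MG human glioma cells carrying a GRP78-based luminescent sensor were seeded at 1000 cells/well, pin-dosed with compounds and incubated 16 h. Luciferase reagent was then added, and end-point luminescence was read after 10 min at room temperature.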
Pol beta inh = DNA polymerase beta (human) inhibition; P06746; Pol beta primer extension/strand displacement, fluorescence kinetic; Potency, µM (series often up to 114 µM), without a hit: top-dose activity change, negative = inhibition, hits mostly inhibitors; 340,000 compounds, 1.3% hits; also: potency is read from the fitted curve at half-maximal effect; % is scaled to controls: 0 for no effect and ±100 for the full control effect
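Reaction started by 50 nM substrate onto compound-treated Pol beta (10 nM, 15 min preincubation, room temperature); plates read at 0 min and 10 min. Normalized concentration-effect data fitted by four-parameter Hill equation.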
LDHA block = LDHA (human) enzyme inhibition; P00338; purified LDHA, NADH/diaphorase-resazurin fluorescence; hits give low values; activity change, % (values are at about 110 or 230 µM); 480,000 compounds, 0.15% hits; in the data active = activity change below about -30%; inconclusive = mostly about -25% to -30%;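 also: plate controls were DMSO wells for no effect and wells without enzyme for full effect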
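LDH5 2 nM; NADH 0.06 mM, pyruvate 0.2 mM; 200 mM Tris pH 7.4, EDTA, Tween-20; 5 min RT. Detection: diaphorase 0.133 mg/mL + resazurin 37 µM, fluorescence ex540/em590 at 0 and 20 min; normalized to enzyme-free and DMSO wells.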
Apoferritin bind = candidate novel general anesthetic via apoferritin binding. Potency, µM (doses to about 77.5 µM), for inactives: at the highest dose activity change, negative = displacement, most hits filed as inhibitors. P02791. apoferritin/1-aminoanthracene competitive binding, fluorescence. 350,000 compounds, 0.074% hits; also: potency is read from the fitted curve at half-maximal effect; % is scaled to controls: 0 for no effect and ±100 for the full control effect; nearly all actives have a fitted effect of over 20% in size
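Concentration-response curves derived by four-parameter Hill fitting of normalized fluorescence, where compounds displaced 1-AMA from 10 uM horse apoferritin following a brief 10 min room-temperature incubation; propofol titration acted as positive control.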
POLI inh = inhibitors of human DNA polymerase iota | Pol iota fluorescent replication assay, 10 min | Potency, µM (top dose mostly 115 µM), for the others: at the top dose activity, negative = inhibition, usual class: inhibitors | 390,000 compounds, 1% hits | AID 588590; also: potency is read from the fitted curve at half-maximal effect
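Pol iota at 10 nM preincubated 15 min with compounds at room temperature; reaction started with fluorescent substrate, 50 nM final. Fluorescence read kinetically at 0 and 10 min; buffer-only wells as negative control.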
The depositor's hits bear a star; ? = inconclusive; nt = no result given; [ ] = dose if it differs, or a comment. Unless noted, calls follow the shape of the dose curve; as a rule, active = well fitted curve in the direction sought with a large enough effect; inconclusive = small, poorly fitted or top-dose-only effect, or another doubt; inactive = no such curve, though single readings can be large; an effect the other way counts as inactive or inconclusive. This is a subset; rates above refer to the full screens.

item | Molecule | Pol beta inh | GRP78 ERSR act | POLK inh | BLM helicase inh | LDHA block | APEX1 inh | Apoferritin bind | POLI inh | POLH inh
1 | O=C(COC(=O)CNC(=O)c1ccc(Br)cc1)Nc1nnc(-c2ccccc2)o1 | nt | -5% | -12% | nt | 1 | 23% | nt | 56%[activator] | -6%
2 | CCc1cccc(NC(=O)Cn2c(=O)n(CC3CCC(C(=O)NC)CC3)c(=O)c3sccc32)c1 (stereo not given) | -1% | 0% | -2% | -5% | -25 | nt | ? | -11% | -4%
3 | Cc1ccc(S(=O)(=O)Cc2ccc(C(=O)NCCc3ccc(Cl)cc3)o2)cc1 | 58% | -2% | 7% | -3% | 0 | nt | -7% | -18% | 0%
4 | NC(=O)c1cc([N+](=O)[O-])ccc1NCc1ccccn1 | nt | -1% | -11% | nt | -5 | 4% | nt | -18% | -12%
5 | OCCCNc1ncnc2scc(-c3ccc(Cl)cc3)c12 | 6% | -4% | -5% | -1% | 0 | -3% | -1% | 96%[activator] | -8%
6 | O=C(CSc1ccsc1[N+](=O)[O-])N1CCN(c2ccccn2)CC1 | ? | 1% | ? | -6% | -5 | -2% | -21% | 45µM* | 50µM*
7 | COc1ccccc1C1CCN(Cc2ccc(Cl)c(Cl)c2)CC1 | -1% | -4% | -7% | -5% | -7 | -9% | 3% | 187%[activator] | -14%
8 | O=C(NCCN1CCOCC1)c1ccc2c(c1)N(Cc1cccc(F)c1)C(=O)c1ccccc1S2 | 2% | -6% | -12% | -13% | -4 | -4% | -16% | -17% | -7%
9 | Nc1c(Cl)cc(C(=O)NC2CC2)cc1Cl | nt | -1% | -4% | nt | -4 | nt | nt | 23% | -4%
10 | O=C(O)CCC1OC(=O)C(O)=C1c1ccccc1 (stereo not given) | 17% | -1% | -14% | -3% | -2 | ? | 29% | 0% | ?
11 | Cc1nnc(NC(=O)c2c(-c3ccccc3Cl)noc2C)s1 | -3% | 0% | -5% | -3% | -12 | -4% | -6% | 65%[activator] | -6%
12 | COc1ccc(C(=O)NNC(=O)C2CCCO2)cc1 (stereo not given) | 1% | 0% | -1% | -2% | -3 | -3% | -2% | 0% | -33%
13 | COc1ccc(-c2noc(CN3CCCC(OCc4ccccn4)C3)n2)cc1 (stereo not given) | -1% | -1% | -2% | -2% | 0 | -1% | -5% | 21% | -11%
14 | O=C(Cc1ccccc1)Nc1cccc(NC(=O)c2cccs2)c1 | 8% | 0% | -4%[60.1 µM] | -7% | -5 | 0% | -20% | 45%[activator] | -17%
15 | O=C(CCN1C(=O)c2ccccc2C1=O)N1CCN(Cc2ccccc2)CC1 | 27% | 0% | -4% | -8% | 0 | 0% | -11% | 6% | -5%
16 | COc1ccc2[nH]c(C)c(CCN3C(=O)C4CC=CCC4C3=O)c2c1 (stereo not given) | 15% | -4% | -6% | -2% | 2 | -2% | -12% | 3% | -8%
17 | COC(=O)c1c(C)[nH]c(C=O)c1-c1ccccc1 | 15% | ? | -6% | -2% | -6 | 5% | -5% | 55%[activator] | -13%
18 | CCS(=O)(=O)N1CCC(C(=O)NCc2ccc3c(c2)OCO3)CC1 | -2% | -5% | -9% | 0% | -1 | 4% | -2% | 18% | -7%
19 | O=C1CN(c2nc(-c3cccs3)nc3sc4c(c23)CCCC4)CCN1 | ? | 5% | -26% | -6% | -1 | -2% | -4% | 38%[activator] | -5%
20 | COc1ccc(S(=O)(=O)c2c(O)c3ccc(C(=O)Nc4ccccc4F)cc3[nH]c2=O)cc1 | -3% | -2% | -13% | 0% | -5 | 11% | -4% | -23% | 1%
21 | Cc1ccc(-c2n[nH]c(=O)c3ccccc23)cc1S(=O)(=O)NCCN1CCOCC1 | 16% | -1% | 2% | -1% | -1 | 7% | -12% | 40%[activator] | -2%
22 | COc1ccc(CNC(=O)COC(=O)CCc2c[nH]c3ccccc23)cc1 | -6% | -6% | -2% | -2% | -11 | -5% | -12% | -22% | -2%
23 | Cc1n[nH]c(=O)c2c(NC(=O)CSc3cc(Cl)ccc3Cl)oc(C)c12 | nt | -3% | 2% | nt | -1 | 24% | nt | 12% | -22%
24 | COc1ccccc1NC(=O)Nc1ccc2c(c1)OCCO2 | 29% | 2% | -17% | -6% | 3 | -2% | -16% | 5% | -14%
25 | CSc1cccc(NC(=O)CN(C)S(=O)(=O)c2ccc3c(c2)CCCN3C(C)=O)c1 | 1% | -2% | -6%[60.1 µM] | 0% | -1 | nt | 7% | 18% | -18%
26 | COc1ccc(NC(=O)NC2CCCc3ccccc32)cc1OC (stereo not given) | 21% | -7% | 10% | -11% | 2 | 27% | -10% | 4% | -7%
27 | Cc1ccc(Nc2cc(C)nc(-c3ccccc3)n2)cc1 | 15% | 4% | -12% | -11% | 1 | -14% | -8% | -18% | -11%
28 | CCN(Cc1ccccc1)S(=O)(=O)c1ccc(S(=O)(=O)N2CCN(CCC#N)CC2)cc1 | -26% | -5% | 16% | -1% | -1 | -6% | 2% | 26% | -21%
29 | CCOC(=O)C1CCN(CC(O)COC(CC)c2ccccc2)CC1 (stereo not given) | 10% | -1% | 5% | -1% | 0 | -11% | 5% | 17% | -18%
30 | O=C(OC1CSc2nc3ccccc3n2C1)c1ccco1 (stereo not given) | 39% | -2% | -4% | 3% | -2 | 2% | -9% | 23% | -7%

Further results follow:
item | Molecule | Pol beta inh | GRP78 ERSR act | POLK inh | BLM helicase inh | LDHA block | APEX1 inh | Apoferritin bind | POLI inh | POLH inh
31 | O=C(COc1ccccc1Cl)NCCNC(=O)c1cccnc1 | 32% | -2% | 9% | -1% | -4 | 32% | -8% | 64%[activator] | -3%
32 | COc1ccc(NC(=O)CCOc2ccccc2)cc1 | 9% | -1% | -14% | -2% | 0 | 24% | -8% | 6% | -3%
33 | Cc1[nH]c2ccccc2c1/C=N/NC(=O)c1cc(-c2ccccc2)n[nH]1 | -17% | -2% | -13% | -29% | -6 | -8% | 45%[activator] | 48%[activator] | -24%
34 | CCOC(=O)Nc1sc(C)nc1-c1ccccc1 | 4% | 3% | -17% | 2% | -2 | 1% | -7% | 5% | -6%
35 | Cc1cc(C)c(NC(=O)CS(=O)CC(=O)Nc2ccc(N3CCOCC3)cc2)c(C)c1 (stereo not given) | 11% | -1% | -14% | 0% | -10 | 30% | 1% | 13% | -17%
36 | Cc1cccc(N2CCN(c3ccc(C(N)=O)cc3[N+](=O)[O-])CC2)c1C | -24% | -4% | 4% | -5% | -7 | 1% | -6% | 12% | -7%
37 | O=C(CN1C(=O)c2ccccc2C1=O)Nc1nc(-c2cccc([N+](=O)[O-])c2)cs1 | 3% | nt | nt | -1% | nt | 0% | -2% | nt | nt
38 | CC(=O)Nc1cc(NC(C)=O)c(CC(C)C)s1 | 23% | 6% | -5% | 0% | 1 | -6% | -1% | 1% | -2%
39 | COc1ccc(/C=C/C(=O)OCC(=O)Nc2ccc(S(N)(=O)=O)cc2)cc1OC | -15% | -6% | -9% | 1% | -5 | 1% | -10% | -2% | -4%
40 | c1ccc(-n2ncc3c(NCC4CCCO4)ncnc32)cc1 (stereo not given) | 4% | -6% | -10% | 1% | -6 | -8% | -13% | 12% | -11%
41 | CSCCC(NC(=O)C12CC3CC(CC(C3)C1)C2)C(=O)OCC(=O)c1ccc(C)cc1 (stereo not given) | 29% | -4% | -6% | 1% | 0 | -1% | -12% | -2% | -1%
42 | CC1(C)C(=O)C=C[C@]2(C)C1CC(=O)[C@]1(C)C2CC[C@@]2(C)C(c3ccoc3)OC(=O)C3O[C@@]321 (stereo not given in full) | nt | -4% | -5%[60.1 µM] | 1% | nt | 1% | -9% | nt | nt

Quoted at random: 5 records from the list.
item | Molecule | Pol beta inh | GRP78 ERSR act | POLK inh | BLM helicase inh | LDHA block | APEX1 inh | Apoferritin bind | POLI inh | POLH inh
40 | c1ccc(-n2ncc3c(NCC4CCCO4)ncnc32)cc1 (stereo not given) | 4% | -6% | -10% | 1% | -6 | -8% | -13% | 12% | -11%
42 | CC1(C)C(=O)C=C[C@]2(C)C1CC(=O)[C@]1(C)C2CC[C@@]2(C)C(c3ccoc3)OC(=O)C3O[C@@]321 (stereo not given in full) | nt | -4% | -5%[60.1 µM] | 1% | nt | 1% | -9% | nt | nt
33 | Cc1[nH]c2ccccc2c1/C=N/NC(=O)c1cc(-c2ccccc2)n[nH]1 | -17% | -2% | -13% | -29% | -6 | -8% | 45%[activator] | 48%[activator] | -24%
35 | Cc1cc(C)c(NC(=O)CS(=O)CC(=O)Nc2ccc(N3CCOCC3)cc2)c(C)c1 (stereo not given) | 11% | -1% | -14% | 0% | -10 | 30% | 1% | 13% | -17%
31 | O=C(COc1ccccc1Cl)NCCNC(=O)c1cccnc1 | 32% | -2% | 9% | -1% | -4 | 32% | -8% | 64%[activator] | -3%

Screens (PubChem BioAssay)
